# CaV13 FRET inh = Primary screen for inhibitors of IQ motif and Ca2+-dependent inactivation inhibitor domain binding in CACNA1D, Förster resonance energy transfer in living cells, …. 340,000 compounds, 0.098% hits. inhibition, % at 12.3 µM. AID 743397. HEK cells, CFP/YFP FRET ICDI-IQ, plate reader, 10 min; percent FRET-ratio fall versus neutral wells;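 active means mean replicate inhibition of at least 30% and at least 1% of replicates passing that level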;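 further: 0% = median of the neutral control wells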
# HIF-2a inh = blocks HIF-2a reporter activity; 786-0 RCC cells HIF-2a reporter, luciferase luminescence, overnight; inhibition, % at 18.8 µM; 360,000 compounds, 0.72% hits; AID 624352;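 active means inhibition of the luminescence signal of 40% or more relative to plate controls, in a single-dose primary screen at 18.75 µM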
# NR2E3 ag-1 = activates human photoreceptor nuclear receptor NR2E3; Q9Y5X4; GST-NR2E3/biotin-RetCOR TR-FRET, 1536-well; inhibition of corepressor binding, % at 4.78 µM; 320,000 compounds, 0.12% hits; AID 2300;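 active means percent inhibition above the cutoff of mean plus 3 SD of all tested compounds, set per screening campaign, cut at about 20% in these data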;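 further: 0% = DMSO wells and 100% = biotin wells as full block of FRET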
# Target sequence (Q9Y5X4 whole entry, looked up): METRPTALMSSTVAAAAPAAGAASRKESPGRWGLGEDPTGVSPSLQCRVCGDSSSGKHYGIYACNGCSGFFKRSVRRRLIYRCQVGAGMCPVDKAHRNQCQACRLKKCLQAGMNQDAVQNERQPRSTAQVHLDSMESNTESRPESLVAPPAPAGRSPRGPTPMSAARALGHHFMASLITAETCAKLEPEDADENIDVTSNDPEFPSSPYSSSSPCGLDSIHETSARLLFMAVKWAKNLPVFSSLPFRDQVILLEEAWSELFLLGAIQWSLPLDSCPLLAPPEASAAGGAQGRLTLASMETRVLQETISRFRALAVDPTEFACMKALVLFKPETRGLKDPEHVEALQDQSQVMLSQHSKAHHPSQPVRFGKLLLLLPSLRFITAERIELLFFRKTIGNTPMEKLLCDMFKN
#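 System: GST-tagged NR2E3 plus biotinylated RetCOR corepressor; Buffer or medium: pH 7.5 Tris-based buffer; Probe or stimulus: RetCOR corepressor, biotinylated, 7 nM; Doses: compound at 4.8 µM, single dose; Schedule: 5 h incubation at 4 °C; Technique: time-resolved FRET; Evaluation: percent inhibition of TR-FRET ratio; Replication: one well per compound, singlicate testing.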
# TRPM1 prom inh = reduces MITF-dependent TRPM1 promoter luciferase signal. SK-MEL-5 TRPM1 promoter luciferase, 24 h. inhibition, % at 12.5 µM. 330,000 compounds, 0.83% hits;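 active means mean inhibition across replicates of 60% or more, whatever share of single replicates reaches that level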; further: values of inactives mirror those of a sister screen read the other way
# aDG glyco act = alpha-DG glycosylation activation; Pro5-aDG cells, alpha-DG glycosylation AlphaScreen (IIH6); 0% Pro5, 100% B10-LARGE cell signal; 360,000 compounds, 0.22% hits; activation, % at 10 µM;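 active means activation of at least 8% versus controls, or a plate z-score of at least 8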;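 further: Pro5 are CHO cells carrying HIG-tagged alpha-DG that lacks glycosylation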
# Granule exo inh = lytic granule exocytosis inhibition | TALL-104 LAMP-1 surface exposure, flow cytometry; cells stimulated with thapsigargin and PMA | inhibition, % at 10 µM | 360,000 compounds, 0.66% hits;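 active means inhibition above about 55%, limit read from the data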
# PDI inh = blocks human protein disulfide isomerase activity. 350,000 compounds, 0.052% hits. AID 588391. inhibition, % at 10 µM. PDI insulin aggregation turbidity, A650, 90 min;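 active means mean inhibition across replicates of 30% or more, whatever share of single replicates reach that level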;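 further: absorbance from insulin aggregation driven by PDI reduction with DTT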
# Target sequence (P07237 whole entry, looked up): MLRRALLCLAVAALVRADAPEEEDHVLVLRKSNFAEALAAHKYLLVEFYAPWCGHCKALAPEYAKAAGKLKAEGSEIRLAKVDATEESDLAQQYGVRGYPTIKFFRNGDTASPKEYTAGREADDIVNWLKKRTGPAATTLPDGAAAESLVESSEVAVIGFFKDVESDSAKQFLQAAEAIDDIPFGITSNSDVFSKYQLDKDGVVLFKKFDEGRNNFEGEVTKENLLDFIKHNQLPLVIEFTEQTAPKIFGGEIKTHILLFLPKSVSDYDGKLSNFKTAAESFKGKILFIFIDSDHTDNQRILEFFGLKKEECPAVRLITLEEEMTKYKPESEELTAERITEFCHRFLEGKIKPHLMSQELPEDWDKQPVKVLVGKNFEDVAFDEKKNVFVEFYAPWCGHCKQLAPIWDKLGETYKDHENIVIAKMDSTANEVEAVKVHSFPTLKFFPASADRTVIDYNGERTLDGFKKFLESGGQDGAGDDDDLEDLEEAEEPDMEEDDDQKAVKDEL
# Peg3 promoter = inhibitors of Peg3 promoter; HeLa PEG-Prom luciferase reporter, luminescence, overnight; inhibition, % at 20 µM; 360,000 compounds, 1.7% hits; AID 588405;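 active means inhibition of at least 50% at 20 µM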
# hiPSC survival = increases survival of single human iPS cells. hiPSC single-cell survival, ATPlite luminescence; 100% = ROCK inhibitor wells, 0% = DMSO. survival enhancement, % at 20 µM. 360,000 compounds, 0.044% hits; in the data active means survival enhancement above about 18%;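 further: cells exposed to compounds for 16 hours before the ATP read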
# Vif inh = inhibitors of HIV Vif. HEK293T cells, Vif self-association by quenched fluorescence, imaging, 24 h. inhibition, % at 7.49 µM. 340,000 compounds, 0.35% hits. AID 602346; in the data active means inhibition above about 50%, passing the limit was not always enough; further: some results filed as inactive read as strong as hits
# NR2E3 ag-2 = agonists of human NR2E3 nuclear receptor; Q9Y5X4; CHO-S Gal4-NCOR/VP16-NR2E3 two-hybrid, luciferase; inhibition of corepressor binding, % at 3.98 µM; 360,000 compounds, 0.35% hits; AID 602229;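 active means inhibition above the mean of all tested compounds plus 3 SD, cut at about 70% in these data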;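 further: 0% = DMSO with NR2E3 transfected cells and 100% = cells lacking NR2E3 construct; higher means lower luciferase signal from less NR2E3 corepressor binding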
# Starred values were filed as active, the others as inactive; . = not tested or not shown.
no.	Structure	CaV13 FRET inh	HIF-2a inh	NR2E3 ag-1	TRPM1 prom inh	aDG glyco act	Granule exo inh	PDI inh	Peg3 promoter	hiPSC survival	Vif inh	NR2E3 ag-2
1	CN(Cc1cccnc1)Cc1cn(C)nc1-c1cccc(Cl)c1	-6	15	0	12	-0.2	-4	0	6	0.8	-25	-4
2	COc1ccccc1CNC(=O)C1(C)CCN1Cc1ccc2ccccc2c1 (stereo not given)	-5	21	.	.	1.2	0	-3	19	-2.5	.	0
3	Cc1cc(C)n2nc(SCC(=O)Nc3ccccc3F)nc2n1	-2	-19	0	-9	0.5	-13	0	-13	-0.4	2	11
4	COCCCn1c(SCCc2ccccc2)nc2cc(OC)c(OC)cc2c1=N	-1	28	2	-9	-0.6	60*	0	39	-0.1	18	12
5	COc1ccc(-n2c(C)nn(C)c2=O)cc1	-5	10	0	5	4.6	-1	-4	-5	-1.7	4	-7
6	CSc1nc(C)cc(SCC(=O)Nc2ccc(Cl)cc2Cl)n1	-3	22	-2	1	0.6	1	7	17	0.1	-8	-13
7	COc1ccc(/C=N/NC(=S)Nc2c(C)n(C)n(-c3ccccc3)c2=O)cc1OC	-5	12	-1	2	-0.2	-7	-4	-1	0.6	-5	-2
8	Clc1ccc(OCc2cnc(Cl)s2)cc1	-1	-63	0	-12	-0.2	0	-2	-49	-2.8	0	-14
9	CCC(C)N(C(=O)COC(=O)c1ccc(N)c([N+](=O)[O-])c1)C1CCS(=O)(=O)C1 (stereo not given)	-10	14	.	.	-0.1	3	5	12	2.4	-3	-39
10	CCSc1nnc(NC(=O)CC)s1	-4	-18	-3	-26	-0.1	-2	0	0	-0.4	.	7
11	O=C1CN(C(=O)CSc2nc3ccccc3n2CCc2ccccc2)c2ccccc2N1	-5	5	4	-5	0.3	0	-3	13	5.0	1	-13
12	Cc1nn(C)cc1CNC(=O)c1ccccc1Br	-8	4	0	1	-0.5	-1	-18	14	9.6	0	-1
13	Cc1ccc(S(=O)(=O)CC(=O)N(C)C)cc1	-1	10	3	3	-0.2	0	-1	-4	3.0	12	9
14	CCCN(C(=O)c1cccs1)c1c(N)n(Cc2ccccc2)c(=O)[nH]c1=O	-2	15	1	0	0.1	-3	-3	2	-1.7	20	-18
15	O=C(Nc1ccccc1-c1nnn(CC(=O)N2CCOCC2)n1)c1ccc(F)cc1	-18	9	2	-10	0.3	-2	0	12	4.7	12	-3
16	Cc1cnc(NC(=O)C2(C)CCN2C(=O)C(C)C)s1 (stereo not given)	-6	11	.	.	0.2	1	-1	6	2.0	0	-1
17	COC(=O)CCN1CCN(S(=O)(=O)c2cccc(Br)c2)CC1	-3	12	4	-1	-0.2	0	-1	-3	-0.7	-4	-3
18	COC(=O)c1cc2occc2n1Cc1nc(-c2ccc(Cl)cc2)oc1C	-7	3	2	.	-0.1	-5	1	16	0.0	-4	-3
19	COC(=O)Cc1ccc(OC2(C)CCN(Cc3csc4ccccc34)C2)cc1 (stereo not given)	-3	14	.	.	-0.1	3	7	2	8.3	3	-19
20	O=C(CSc1ccccc1F)NC(=O)c1ccccc1Br	-5	6	.	-9	0.0	1	0	10	-0.6	-8	-7
21	CCCCN(C)CCCNC(=O)CN1C(=O)CSc2ccc(S(=O)(=O)N3CCOCC3)cc21	-6	20	1	4	1.7	16	-8	6	-0.2	-12	-5
22	O=C(Nc1cccc(C(F)(F)F)c1)C(Sc1ncnc2ccccc12)c1ccccc1 (stereo not given)	-6	-13	-3	-14	0.1	10	1	1	0.6	-3	-36
23	CCN(CC)C(=O)c1cc(-c2ccc3c(c2)OCO3)on1	-4	-223	1	-99	-0.1	-7	-12	-244	-0.5	.	-128
24	CCN(CC)CCOc1nnc(-c2ccc(OC)cc2)c2ccccc12	-5	17	-5	12	0.2	8	-2	11	-0.4	-16	-6
25	Clc1ccsc1-c1csc(-c2cccnc2)n1	-5	-175	5	-8	0.8	0	16	-161	-1.3	11	-77

# Printed as active in Granule exo inh (from the list above):
cpd	SMILES	CaV13 FRET inh	HIF-2a inh	NR2E3 ag-1	TRPM1 prom inh	aDG glyco act	Granule exo inh	PDI inh	Peg3 promoter	Vif inh	NR2E3 ag-2
4	COCCCn1c(SCCc2ccccc2)nc2cc(OC)c(OC)cc2c1=N	-1	28	2	-9	-0.6	60*	0	39	18	12

# (list continues)
no.	Structure	CaV13 FRET inh	HIF-2a inh	NR2E3 ag-1	TRPM1 prom inh	aDG glyco act	Granule exo inh	PDI inh	Peg3 promoter	hiPSC survival	Vif inh	NR2E3 ag-2
26	Oc1ccc(N=Cc2sc3ccccc3c2Cl)cc1	-18	-20	4	-9	0.0	15	-1	-31	0.0	1	-3
27	CC(C)CN1CCC(=O)N(CCOc2ccccc2)CC1	-6	-107	5	-27	-0.1	-8	-2	-96	-1.0	12	-33
28	CC1CC(C)CN(c2oc(-c3ccco3)nc2C#N)C1 (stereo not given)	-5	19	4	5	-0.4	-7	-1	6	5.4	-1	-34
29	CCN(C(=O)COC(=O)CNC(=O)c1sc2ccccc2c1Cl)C1CCCCC1	-16	9	4	1	0.1	2	7	-5	0.1	2	13
30	CCCc1cc(=O)[nH]c(SCC(=O)c2cc(C)n(CCC)c2C)n1	-2	23	-2	-8	0.0	-4	-2	21	0.0	11	-1
31	COc1ccc(NC(=O)c2ccc3ccccc3n2)cc1S(=O)(=O)Nc1ccccc1Cl	-7	6	2	-3	0.4	-6	-7	22	4.9	8	9
32	CCCCn1c(=N)n(CCOc2ccc(C)cc2)c2ccccc21	-5	17	-3	64*	0.9	13	8	100*	-2.8	-7	11
33	CCc1ccccc1Oc1nc(NCCOC)nc2cc(-c3ccccc3)sc12	-6	-20	.	.	0.0	2	-7	1	0.7	9	-10
34	O=C(CSc1nnnn1C1CCCCC1)N1CCc2ccccc21	-8	-46	-1	-25	0.0	6	3	-50	-1.6	8	-8
35	CC1=CC(C)C(COC(=O)CN2CCCCC2)C(C)C1 (stereo not given)	-19	15	1	10	-0.2	-6	0	6	0.7	-3	5
36	COCCNC(=O)C(=O)Nc1cccc(Br)c1	-6	-111	0	-50	-0.1	3	12	-76	-0.5	.	-36
37	CN1CCc2nc3sc(C(=O)NCc4ccccc4)c(N)c3cc2C1	1	-6	1	-11	0.2	-3	1	-16	-0.8	0	-19
38	CC(=O)c1ccc(N2CCN(C(=O)c3nn(C)c4c3CS(=O)(=O)c3ccccc3-4)CC2)cc1	-7	10	-2	5	0.1	-2	4	11	-0.5	-7	-6
39	CS(=O)(=O)c1cccc(C(=O)OCCCC(=O)c2ccccc2)c1	-2	-27	.	-14	-0.3	-1	8	-2	0.0	-2	-20
40	O=C(CNC(=O)c1ccccc1F)OCC(=O)c1ccc(Cl)s1	-6	-6	4	3	-0.1	-2	3	2	0.5	-7	12
41	CCn1c(-c2sc(-c3ccccc3)nc2C)n[nH]c1=S	-5	4	-4	31	0.2	9	1	15	-0.9	13	1
42	COc1cccc(CNc2ncn[nH]2)c1OCc1ccc(F)cc1	-6	20	1	-6	0.0	-2	-12	9	-0.9	-5	-6
43	Cc1nnc(SC(C)C(=O)NCC2CCCO2)s1 (stereo not given)	-2	7	3	0	-0.3	1	-3	13	-0.1	-13	-14
44	CCn1c(SCC(=O)Nc2ccccc2)nnc1C1CCCCC1	.	1	1	14	0.0	2	2	2	-0.8	-8	-15
45	O=C1C(C=NCc2ccco2)=C(O)c2ccccc21	-7	-255	-1	-15	-0.2	-2	3	-253	-3.8	9	-33

# Compounds listed so far containing a thiophene ring, fused or not (8):
no.	Structure	CaV13 FRET inh	HIF-2a inh	NR2E3 ag-1	TRPM1 prom inh	aDG glyco act	Granule exo inh	PDI inh	Peg3 promoter	hiPSC survival	Vif inh	NR2E3 ag-2
14	CCCN(C(=O)c1cccs1)c1c(N)n(Cc2ccccc2)c(=O)[nH]c1=O	-2	15	1	0	0.1	-3	-3	2	-1.7	20	-18
19	COC(=O)Cc1ccc(OC2(C)CCN(Cc3csc4ccccc34)C2)cc1 (stereo not given)	-3	14	.	.	-0.1	3	7	2	8.3	3	-19
25	Clc1ccsc1-c1csc(-c2cccnc2)n1	-5	-175	5	-8	0.8	0	16	-161	-1.3	11	-77
26	Oc1ccc(N=Cc2sc3ccccc3c2Cl)cc1	-18	-20	4	-9	0.0	15	-1	-31	0.0	1	-3
29	CCN(C(=O)COC(=O)CNC(=O)c1sc2ccccc2c1Cl)C1CCCCC1	-16	9	4	1	0.1	2	7	-5	0.1	2	13
33	CCc1ccccc1Oc1nc(NCCOC)nc2cc(-c3ccccc3)sc12	-6	-20	.	.	0.0	2	-7	1	0.7	9	-10
37	CN1CCc2nc3sc(C(=O)NCc4ccccc4)c(N)c3cc2C1	1	-6	1	-11	0.2	-3	1	-16	-0.8	0	-19
40	O=C(CNC(=O)c1ccccc1F)OCC(=O)c1ccc(Cl)s1	-6	-6	4	3	-0.1	-2	3	2	0.5	-7	12

# From PubChem
